# MEX-5 binding: C. elegans MEX-5 TCR-2 RNA binding activity; Q9XUB2; activity score (negative = inhibition of binding), % at 10 µM; AID 1832; MEX-5/FITC-TCR2 RNA binding, fluorescence polarization; hits give low values; 0.38% of 300,000 active;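 active = inhibition past about -25% in most replicates, and total fluorescence under double the plate's negative control median, limit read from the data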;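 also: 0% = DMSO and -100% = 5 µM competing unlabeled TCR2 RNA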
# Efflux pump mplx: inhibitors of Candida antifungal efflux pumps expressed in yeast; S. cerevisiae Candida pump triplex, Nile Red efflux; inhibition, % at 10 µM; 0.44% of 330,000 active;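 active = plate passing quality check with inhibition over a set limit, or well fluorescence over plate mean plus 4 SD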;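 also: Nile Red retained in pooled yeast measured as flow cytometry median fluorescence; 0% = buffer negative control and 100% = Enniatin B positive control; higher means more Nile Red kept so more efflux inhibition; some compounds called inactive have numbers as strong as hits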
# Fam108B inh: counter-screen for RBBP9 inhibitors: inhibitors of mouse Fam108B; recombinant Fam108B, FP-Rh probe fluorescence polarization; inhibition, % at 9.51 µM; 0.33% of 300,000 active; AID 1947;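 active = inhibition above the screen mean inhibition plus 3 SD, computed separately per campaign, cut at about 18% in these data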;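 also: inhibitors lower polarization as less probe binds the enzyme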
# VLA-4 inh: inhibition in a human VLA-4 binding assay. AID 2557. 0.2% of 330,000 active. inhibition, % (about 7 µM as worked out from the volumes in the protocol). VLA-4 expressing cells, ligand binding flow cytometry. P13612; in the data active = inhibition above about 50%
# GRK2 aptamer HTS: blocks RNA aptamer binding to human GRK2 | bead flow cytometry, FAM-aptamer displacement from GRK2 | 0.59% of 330,000 active | inhibition of aptamer binding, % at 10 µM | AID 488847;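 active = inhibition of aptamer binding above 40%, roughly 3 SD of noise, on plates passing a quality check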;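 also: median bead fluorescence of bound FAM aptamer so fluorescent compounds give negative values; no value below 0 was filed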
# Target sequence (P25098 whole entry, looked up): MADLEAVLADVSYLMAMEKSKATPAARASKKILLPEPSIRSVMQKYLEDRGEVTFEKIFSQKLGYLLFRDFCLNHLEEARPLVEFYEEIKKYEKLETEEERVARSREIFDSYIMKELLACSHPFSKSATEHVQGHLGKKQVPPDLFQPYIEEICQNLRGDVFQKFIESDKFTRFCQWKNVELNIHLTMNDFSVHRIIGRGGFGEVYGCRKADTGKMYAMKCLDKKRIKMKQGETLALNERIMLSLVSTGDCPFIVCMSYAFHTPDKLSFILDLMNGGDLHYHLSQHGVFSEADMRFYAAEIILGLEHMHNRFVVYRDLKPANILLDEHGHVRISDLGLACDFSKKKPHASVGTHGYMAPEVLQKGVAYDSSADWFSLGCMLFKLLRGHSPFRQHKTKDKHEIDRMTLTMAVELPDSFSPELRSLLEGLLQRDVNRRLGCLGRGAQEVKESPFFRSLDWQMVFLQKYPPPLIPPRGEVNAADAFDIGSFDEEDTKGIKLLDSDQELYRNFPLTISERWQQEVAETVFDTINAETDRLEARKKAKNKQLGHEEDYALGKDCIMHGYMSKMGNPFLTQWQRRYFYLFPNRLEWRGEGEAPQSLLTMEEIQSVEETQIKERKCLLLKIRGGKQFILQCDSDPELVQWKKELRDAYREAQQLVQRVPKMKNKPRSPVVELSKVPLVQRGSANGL
# PME-1 inh: PME-1 (human) inhibition | Q9Y570 | recombinant PME-1, FP-Rh probe fluorescence polarization | inhibition, % at 5.9 µM | 0.53% of 320,000 active;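 active = inhibition above the campaign mean of all compounds plus 3 SD, cut at about 26% in these data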;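 also: competitive labeling of PME-1 active site by serine hydrolase directed probe; 0% = PME-1 with DMSO and 100% = wells lacking PME-1 enzyme; inhibitors block probe labeling so polarization falls and inhibition rises; many of its hits are not listed in these tables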
# MCL1-BIM inh: disrupts human MCL1 binding to BIM-BH3 peptide. 0.68% of 320,000 active. GST-MCL1 / FITC-Bim-BH3 fluorescence polarization. AID 2057. inhibition, % at 10.9 µM;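 active = inhibition above the mean inhibition of all tested compounds plus 3 SD, set per campaign, cut at about 40% in these data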;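 also: 0% = DMSO wells and 100% = unlabeled Bim-BH3 peptide control; higher means more loss of mP so more displacement of Bim peptide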
# Target sequence (Q07820 whole entry, looked up): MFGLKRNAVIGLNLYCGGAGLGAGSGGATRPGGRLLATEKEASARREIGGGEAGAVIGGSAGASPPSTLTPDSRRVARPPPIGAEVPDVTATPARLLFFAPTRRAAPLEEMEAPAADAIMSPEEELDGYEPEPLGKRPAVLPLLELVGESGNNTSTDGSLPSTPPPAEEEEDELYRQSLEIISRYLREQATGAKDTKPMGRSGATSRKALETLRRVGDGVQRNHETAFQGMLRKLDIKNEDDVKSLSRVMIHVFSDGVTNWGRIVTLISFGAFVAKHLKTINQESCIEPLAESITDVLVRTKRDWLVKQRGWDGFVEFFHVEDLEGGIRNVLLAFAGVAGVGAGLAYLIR
# BCLXL inh: inhibitors of human Bcl-xL; inhibition, % at 10.9 µM; AID 2129; GST-Bcl-xL / FITC-Bim BH3 peptide fluorescence polarization; 0.7% of 320,000 active; Q07817;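 active = inhibition above the mean of all tested compounds plus 3 SD, cutoff set per campaign, cut at about 30% in these data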;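 also: 0% = DMSO wells and 100% = unlabeled Bim-BH3 peptide competitor; inhibitors lower millipolarization by displacing the labeled peptide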
# GLD-1 TGE inh: GLD-1-TGE RNA interaction inhibition (C. elegans) | Q17339 | purified GLD-1 + fluorescein TGE RNA, fluorescence polarization | inhibition, % at 5.96 µM | 0.44% of 320,000 active;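 active = percent inhibition above a per-plate cutoff, the plate mean of test compounds plus 3 SD, cut at about 30% in these data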;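 also: 0% = DMSO wells with GLD-1 and probe and 100% = wells lacking GLD-1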
# * = called active by the depositor; . = no result given. Some of the compounds tested (hit frequency here may not be typical).
# Start of the data: the first 2 compounds (preview)
SMILES,MEX-5 binding,Efflux pump mplx,Fam108B inh,VLA-4 inh,GRK2 aptamer HTS,PME-1 inh,MCL1-BIM inh,BCLXL inh,GLD-1 TGE inh
O=C(CCCN=C1NS(=O)(=O)c2ccccc21)OCc1ccc(F)cc1,-3.8,0.0,-2,1,0,-4,0,6,1
CC(=O)N1CCN(S(=O)(=O)c2cccc(C(=O)N(Cc3ccccc3)c3cccc(C)c3)c2)CC1,1.6,-0.5,-2,-2,0,2,-1,3,0

# All compounds of this part, repeating the preview:
SMILES,MEX-5 binding,Efflux pump mplx,Fam108B inh,VLA-4 inh,GRK2 aptamer HTS,PME-1 inh,MCL1-BIM inh,BCLXL inh,GLD-1 TGE inh
O=C(CCCN=C1NS(=O)(=O)c2ccccc21)OCc1ccc(F)cc1,-3.8,0.0,-2,1,0,-4,0,6,1
CC(=O)N1CCN(S(=O)(=O)c2cccc(C(=O)N(Cc3ccccc3)c3cccc(C)c3)c2)CC1,1.6,-0.5,-2,-2,0,2,-1,3,0
CCCN(CC(=O)Nc1ccc(F)c(F)c1F)C(=O)c1ccc2c(=O)n3c(nc2c1)CCC3,-0.6,0.4,3,0,4,-1,-14,-3,-4
Cc1ccc(-c2nnc(SCC(=O)N3CCOCC3)nc2-c2ccc(C)cc2)cc1,0.0,0.2,-2,17,6,-1,-6,-4,3
CC(=O)N[C@@H](Cc1ccc(O)cc1)CN1C(N)=NC[C@@H]1CC(C)C,1.4,-0.2,-3,40,0,-1,2,2,3
COC(=O)C1CCN(C2CC(=O)N(c3cc(C)cc(C)c3)C2=O)CC1 (stereo unspecified),0.5,-0.1,0,8,1,0,9,8,0
CC(C)(C)CN1CCN(CCCc2ccccc2)C(CCO)C1 (stereo unspecified),-0.9,0.2,0,-6,1,-8,-7,5,4
O=C(Nc1ccc(Oc2ccccc2)cc1)C1CCCN(c2ncccn2)C1 (stereo unspecified),0.5,0.1,4,2,0,-5,-5,-2,2
CCOc1ccc(CCNC(=O)c2cc(S(=O)(=O)N3CCOCC3)ccc2C)cc1OCC,-0.9,-0.1,-1,6,0,-1,-8,-2,-5
O=C(c1ccc(Cl)c(S(=O)(=O)N2CCCCC2)c1)N1CCCCC1,0.1,0.0,4,18,2,-1,4,3,2
CCN(CC)CCN(C(=O)c1ccc2ccccc2c1)c1nc2ccc(F)cc2s1,-1.3,-0.1,2,4,2,4,-4,0,0
COc1ccc2cc(C(=O)C3CCCN(C(=O)c4csnn4)C3)ccc2c1 (stereo unspecified),0.5,0.2,-4,1,1,-5,9,5,5
O=C(NCc1ccccn1)Nc1ccc(Cl)cc1,3.6,0.0,-2,1,4,-3,-5,2,2
CC(C)c1ccc(N2CCN(C(=O)c3ccccc3NC(=O)/C=C\C(=O)O)CC2)cc1,1.4,0.2,-6,2,2,-4,8,19,5
O=C(CN(CC1CCCO1)C(=O)CNS(=O)(=O)c1ccccc1)NCc1ccco1 (stereo unspecified),0.0,0.1,0,-5,0,-4,0,0,0
N#C/C(=C\c1cc(Br)ccc1F)C(=O)NC1CC1,-2.3,0.1,-2,-9,3,0,1,2,-1
c1ccc(CSc2ccc3nnc(-c4ccccn4)n3n2)cc1,-2.2,0.2,-1,-14,3,2,7,6,5
CNC(=S)N(CCc1c(C)[nH]c2ccccc12)Cc1cc(OC)c(OC)c(OC)c1,-5.6,0.0,5,1,0,0,4,0,7
N#C/C(C(=O)NCc1ccco1)=C1/SC(Cc2ccc(F)cc2)C(=O)N1c1ccccc1 (stereo unspecified),-1.6,-0.2,7,-2,0,3,2,-5,-2
COc1ccccc1CCNC(=O)C(=O)NCC1OCCN1S(=O)(=O)c1ccc(Cl)cc1 (stereo unspecified),-0.2,0.1,1,-22,2,0,4,5,6
Cc1nc(N)c(C#N)c(-c2ccccc2Cl)c1C,0.6,0.0,-1,-21,0,1,0,1,2
CN1C(=O)N(c2cccc3ccccc23)C(n2cncn2)C1(C)C (stereo unspecified),0.8,0.0,-3,1,0,1,-3,0,2
O=C(C1CCN(Cc2ccc(F)cc2)CC1)N1CCN(C/C=C/c2ccccc2)CC1,0.4,-0.1,-2,5,1,-8,-3,3,0
Cc1ccc2c(c1)nnn2C1CCN(CC(=O)N2CCN(c3ccc(F)cc3)CC2)CC1,-1.9,0.0,-5,22,0,-3,-1,2,4
CC12CCC(C(=O)NCc3ccc4c(c3)OCO4)(OC1=O)C2(C)C (stereo unspecified),0.9,0.1,4,7,0,-1,3,6,-1
CC(C)c1ccc(NC(=O)Cn2ncc3ccccc32)cc1,0.9,0.0,.,9,0,.,.,.,.
CCCC[C@@H]1C[C@H]1[C@@H](NC(=O)c1ccco1)c1ccc(C(=O)OC)cc1,1.9,0.1,-7,-5,0,5,-3,-1,1
Cc1cc(C)c2cc(C#N)c(SCC(=O)NCc3ccco3)nc2c1,-0.7,-0.1,-12,-4,2,-12,2,5,0
COc1ccc2cc(CN(CC3CCCO3)C(=S)Nc3ccccc3)c(=O)[nH]c2c1 (stereo unspecified),1.5,-0.1,-1,-6,0,-1,-3,-1,11
CC(NC(=O)COC(=O)c1cccs1)c1ccccc1 (stereo unspecified),-2.3,0.5,2,7,0,2,5,4,4
CC1CN(C(=O)CSc2nnc(NC(=O)NC(C)(C)C)s2)CC(C)O1 (stereo unspecified),-0.9,-0.1,2,3,2,2,6,2,3
CC(=O)Nc1cccc(OCC(=O)Nc2sccc2C(N)=O)c1,0.0,-0.1,-1,8,3,-20,16,4,3
Cc1ccc(C)c(N(C)C(=O)c2cc3c(=O)[nH]c4ccc(C)cc4c3s2)c1,-0.9,0.0,-15,4,2,-7,1,6,1
Cc1cc(NC(=O)c2noc3c2CCc2ccccc2-3)no1,0.0,0.2,0,-10,0,-3,-1,2,0
C=C(C)CC(Nc1ccc(OC)cc1)c1ccco1 (stereo unspecified),0.1,0.0,0,3,0,-4,4,-1,-5
CCOC(=O)N1CCN(S(=O)(=O)c2ccc(C(=O)NNc3nc4cc(C)cc(C)c4s3)cc2)CC1,-0.8,0.0,7,6,0,4,5,0,4
Cc1cc(C(=O)NCC(C)C)c2ccccc2n1,-0.9,0.1,2,3,0,-1,1,3,-5
Cc1ccc(NC(=O)C(=O)NCCCN2CC(C(=O)O)CC2=O)cc1 (stereo unspecified),-0.5,0.0,2,9,0,-4,-4,-1,-4
Cc1occc1-c1nnc(SCC(=O)NCC2CCCO2)n1C (stereo unspecified),0.3,-0.1,-5,21,0,-4,-1,4,11
Cc1ccc(C)c(NC(=O)C2C3CCCC2C3c2ccccc2)c1 (stereo unspecified),1.2,-0.1,-5,5,1,1,-1,1,-6
CC(C)NC(=O)CSc1nnc(CNC(=O)OC(C)(C)C)n1C,1.3,0.0,1,8,0,1,10,4,5
O=C(Nc1cc(Br)ccc1O)c1cc(-c2ccc3c(c2)OCO3)on1,-5.6,0.5,-5,-16,0,-12,-6,-1,1
COC(=O)C(C)Nc1cccc(Br)c1 (stereo unspecified),3.5,-0.1,3,-1,0,-3,0,-5,-3
CN(C(=O)CSc1nnc(-c2ccc(F)cc2)n1C)C1CCS(=O)(=O)C1 (stereo unspecified),.,0.1,.,8,2,.,.,.,5
CC(=O)N1CCOc2ccc(S(=O)(=O)N3CCC(C(=O)Nc4ccccc4F)CC3)cc21,-2.3,-0.2,2,48,0,-1,2,1,10
Cc1cccc(NCc2ccccc2O)n1,0.4,0.0,2,-5,0,1,5,9,-6
CC(=O)N1CCN(c2nc(-c3cccs3)nc3ccccc23)CC1,1.9,0.2,3,4,0,5,4,-1,-5
Cc1c(C(=O)N2CCCc3ccccc32)sc2nc(-c3ccccc3)cn12,2.0,-0.1,3,27,0,1,0,3,-2
O=CN1CCN(S(=O)(=O)c2ccc(Cl)c(C(=O)O)c2)CC1,0.0,-0.1,1,11,0,-5,-7,-5,1
CCOc1ccc(CCNC(=O)COC(=O)c2ccc(F)c(S(=O)(=O)N3CCOCC3)c2)cc1OCC,1.2,-0.1,4,3,0,3,-2,1,0
Cc1nc(C(C)NC(=O)CCc2nnc(CCCc3ccccc3)o2)c(C)s1 (stereo unspecified),-0.6,0.0,0,2,0,1,1,0,0
O=C(COC(=O)c1ccc(O)cc1O)Nc1nnc(-c2ccccc2)o1,-3.9,0.0,-2,-3,8,-2,-2,2,0
Cc1ccc(F)cc1NCC(=O)Nc1ccc(Br)cc1,1.4,0.0,4,11,2,-2,-9,-5,7
CC12CCC(C(=O)N(CSC(=S)N/N=C\c3ccccc3O)C1=O)C2(C)C (stereo unspecified),2.3,0.1,3,6,2,-1,13,3,-8
O=C(Nc1ccc(F)cc1F)Nc1ccc(F)cc1F,-1.0,0.1,-1,3,0,-6,7,7,3
CC(NC(=O)/C=C/c1ccc(Br)cc1)c1ccc(Cl)cc1 (stereo unspecified),0.3,0.0,-2,10,16,-5,-12,-8,0
CCOc1ccccc1NC(=O)COC(=O)C(Cc1ccccc1)NC(=O)c1ccco1 (stereo unspecified),.,-0.2,.,15,0,6,6,-2,1
Nc1ncccc1OCc1cccc(C(F)(F)F)c1,-8.5,0.1,-1,0,0,-5,4,6,6
O=[N+]([O-])c1nn(-c2ccc3c(c2)OCCO3)n(O)c1=NC1CCCCCC1,-0.3,0.0,4,-8,0,1,-1,-2,3
CCN(CC)CCNC(=O)C(C(=O)c1ccccc1)n1ccccc1=O (stereo unspecified),0.6,-0.1,0,-2,3,-2,4,3,-3

# An excerpt from above in order of number of heavy atoms, high to low.
SMILES,MEX-5 binding,Efflux pump mplx,Fam108B inh,VLA-4 inh,GRK2 aptamer HTS,PME-1 inh,MCL1-BIM inh,BCLXL inh,GLD-1 TGE inh
CCOc1ccc(CCNC(=O)c2cc(S(=O)(=O)N3CCOCC3)ccc2C)cc1OCC,-0.9,-0.1,-1,6,0,-1,-8,-2,-5
CC(C)c1ccc(N2CCN(C(=O)c3ccccc3NC(=O)/C=C\C(=O)O)CC2)cc1,1.4,0.2,-6,2,2,-4,8,19,5
COc1ccc2cc(CN(CC3CCCO3)C(=S)Nc3ccccc3)c(=O)[nH]c2c1 (stereo unspecified),1.5,-0.1,-1,-6,0,-1,-3,-1,11
CC12CCC(C(=O)N(CSC(=S)N/N=C\c3ccccc3O)C1=O)C2(C)C (stereo unspecified),2.3,0.1,3,6,2,-1,13,3,-8
O=C(COC(=O)c1ccc(O)cc1O)Nc1nnc(-c2ccccc2)o1,-3.9,0.0,-2,-3,8,-2,-2,2,0
O=C(Nc1cc(Br)ccc1O)c1cc(-c2ccc3c(c2)OCO3)on1,-5.6,0.5,-5,-16,0,-12,-6,-1,1
Cc1ccc(C)c(NC(=O)C2C3CCCC2C3c2ccccc2)c1 (stereo unspecified),1.2,-0.1,-5,5,1,1,-1,1,-6
CC(C)(C)CN1CCN(CCCc2ccccc2)C(CCO)C1 (stereo unspecified),-0.9,0.2,0,-6,1,-8,-7,5,4
CC(NC(=O)COC(=O)c1cccs1)c1ccccc1 (stereo unspecified),-2.3,0.5,2,7,0,2,5,4,4
O=C(NCc1ccccn1)Nc1ccc(Cl)cc1,3.6,0.0,-2,1,4,-3,-5,2,2
